# Assay outcomes (PubChem)
# Mtb UGM inh = blocks M. tuberculosis UGM enzyme; 320,000 compounds, 0.06% hits; purified UGM, fluorescence polarization probe displacement; AID 504406; inhibition, % at 10 µM; in the data active = inhibition above about 10%, passing the limit was not always enough; inconclusive = no clear call, values can overlap the other calls
# Target sequence (P9WIQ1 whole entry, looked up): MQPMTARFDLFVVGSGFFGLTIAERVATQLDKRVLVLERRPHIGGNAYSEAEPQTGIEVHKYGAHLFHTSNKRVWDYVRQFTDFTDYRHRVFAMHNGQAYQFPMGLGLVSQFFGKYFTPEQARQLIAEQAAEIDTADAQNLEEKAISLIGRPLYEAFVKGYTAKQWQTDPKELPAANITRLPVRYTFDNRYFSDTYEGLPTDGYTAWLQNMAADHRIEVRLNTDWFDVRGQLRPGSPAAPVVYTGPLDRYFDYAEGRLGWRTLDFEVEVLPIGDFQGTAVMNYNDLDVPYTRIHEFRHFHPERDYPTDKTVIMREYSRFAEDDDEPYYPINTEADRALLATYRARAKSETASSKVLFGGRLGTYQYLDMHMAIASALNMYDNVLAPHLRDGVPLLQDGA
# GDH-TPI counter = GDH-TPI coupled enzyme inhibition counter-screen | GDH-TPI coupled enzyme counterscreen, NADH absorbance | inhibition, % at 4.8 µM | 360,000 compounds, 1.2% hits | AID 588335; in the data active = inhibition above about 30%;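 note: 0% = DMSO wells and 100% = wells lacking the enzyme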
# FadD28 binding = M. tuberculosis FadD28 bisubstrate binding inhibition. FadD28 bisubstrate probe binding, fluorescence polarization. inhibition, % at 12.5 µM. 360,000 compounds, 0.22% hits; in the data active = inhibition above about 8.5%, passing the limit was not always enough; inconclusive = no clear call, values can overlap the other calls
# Rv3671c inh = inhibitors of M. tuberculosis serine protease Rv3671c. P9WHR9. inhibition, % at 5.96 µM. 320,000 compounds, 0.048% hits; in the data active = inhibition above about 38%;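 note: extracellular domain of Rv3671c used as enzyme; 0% = enzyme with DMSO and 100% = no enzyme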
# FBA Mtb inh = inhibitors of M. tuberculosis fructose-bisphosphate aldolase | purified M. tuberculosis FBA, fluorescence read-out | inhibition, % at 1 µM | 360,000 compounds, 2.3% hits; in the data active = inhibition above about 27%;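 note: 0% = vehicle and 100% = reference inhibitor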
# Target sequence (P9WQA3 whole entry, looked up): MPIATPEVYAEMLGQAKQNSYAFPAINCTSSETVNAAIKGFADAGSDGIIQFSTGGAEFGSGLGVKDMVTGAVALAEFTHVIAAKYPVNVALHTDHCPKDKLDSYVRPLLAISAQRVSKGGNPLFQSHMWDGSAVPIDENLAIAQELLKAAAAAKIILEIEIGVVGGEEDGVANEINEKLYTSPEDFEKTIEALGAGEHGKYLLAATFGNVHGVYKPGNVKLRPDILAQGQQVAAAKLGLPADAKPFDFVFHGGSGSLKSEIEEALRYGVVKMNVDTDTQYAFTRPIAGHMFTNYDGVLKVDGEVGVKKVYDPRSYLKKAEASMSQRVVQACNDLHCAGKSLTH
# BioA inh = BioA (M. tuberculosis) enzyme inhibition; purified M. tuberculosis BioA enzyme, plate reader; inhibition, % at 9.99 µM; 360,000 compounds, 0.096% hits; AID 602481; in the data active = inhibition above about 40%; inconclusive = no clear call, values can overlap the other calls
# BoNT F protease = inhibitors of Botulinum neurotoxin F light chain protease | Multiplex microsphere protease cleavage assay, flow cytometry | inhibition, % at 10 µM | 360,000 compounds, 0.22% hits; in the data active = inhibition above about 35%, passing the limit was not always enough; inconclusive = no clear call, values can overlap the other calls; note: plate controls were buffer without enzyme for full effect and enzyme alone for no effect
# PrPC surface inh = cell surface PrPC inhibition, primary TR-FRET screen | TR-FRET read-out | 370,000 compounds, 0.43% hits | inhibition, % at 13.8 µM | AID 720596; in the data active = inhibition above about 24%; note: 0% = median of the test wells and 100% = reference compound wells
# MazEF act = MazEF (E. coli) toxin RNase activation; activation, % at 20 µM; 350,000 compounds, 0.32% hits; FAM/BHQ RNA-DNA oligo cleavage fluorescence, 5 h; P0AE70; in the data active = activation above about 50%
# Target sequence (P0AE70 whole entry, looked up): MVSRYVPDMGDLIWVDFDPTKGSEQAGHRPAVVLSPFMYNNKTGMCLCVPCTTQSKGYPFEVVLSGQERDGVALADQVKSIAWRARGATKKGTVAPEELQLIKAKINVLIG
# The depositor's hits bear a star; ? = inconclusive; nt = not tested or not shown. An unsorted share of the library. About 4.8% of those tested had a hit in this group.
SMILES,Mtb UGM inh,GDH-TPI counter,FadD28 binding,Rv3671c inh,FBA Mtb inh,BioA inh,BoNT F protease,PrPC surface inh,MazEF act
CCOc1ccc(N=Nc2c(=O)[nH]n3c(C)cc(C)nc23)cc1,2.0,19,0.5,-37,-31,nt,-2,-15,12
CN1CCN(S(=O)(=O)c2ccc3[nH]cc(C(=O)O)c(=O)c3c2)CC1,0.5,10,-2.1,8,3,-0.4,-3,-3,-8
CCCCN(C)CCCNC(=O)Cn1cc2c(n1)-c1c(oc(C(=O)N3CCCC3)c1C)CC2,nt,0,-3.7,nt,-6,0.5,-6,-4,6
CCCN1CC[C@@H]2c3cc(O)ccc3CC[C@@H]21,-2.2,1,-2.1,6,-1,1.9,-9,3,5
CC(C)(C)OC(=O)C[C@@H]1C/C=C\C[C@@H](CC(=O)N[C@H](CO)Cc2ccccc2)C(=O)N2CCC[C@@H]2COC1=O,-0.8,-13,-2.9,2,-1,-1.8,-11,4,3
CN(CC1CCOCC1)C(=O)CC1C(=O)NCCN1Cc1ccc(F)c(F)c1 (stereo unspecified),-1.9,2,0.4,-7,3,-4.0,12,-4,-2
Cc1ccc(C(=O)OCC(=O)Nc2c(Cl)cc(S(N)(=O)=O)cc2Cl)o1,-0.1,-1,0.2,-4,3,-0.3,-4,-3,4
COc1cccc(NC(=O)CN(C)C(=O)c2cccc(S(=O)(=O)N3c4ccccc4CC3C)c2)c1 (stereo unspecified),nt,-9,-3.7,nt,2,1.3,-10,11,4
O=C(Nc1nnc(Cc2ccccc2)s1)c1ccccc1,1.5,3,-3.5,0,0,8.1,?,0,7
Cc1cccc(C)c1NC(=O)CN1C(=O)NC(C)(C2CC2)C1=O (stereo unspecified),1.2,-2,-4.0,2,0,-0.8,0,-7,3
CC(NC(=O)CSc1nnc(COc2ccccc2)o1)c1ccccc1 (stereo unspecified),-1.8,-9,-0.2,-1,3,-0.1,8,7,11
COc1ccc(/C=C(\NC(=O)c2ccco2)C(=O)N2CCCCC2)cc1,0.9,4,-2.8,6,1,nt,-13,-4,12
COc1ccc(OC)c(C(=O)COC(=O)c2cccnc2Cl)c1,0.5,15,-2.6,1,1,12,-1,3,8
Cc1ncoc1C(=O)N1CCCC(CCC(=O)NCc2ccccc2F)C1 (stereo unspecified),1.0,-1,-2.6,11,-6,0.0,-4,2,-4
Cc1nnc2ccc(-c3cccc(NS(=O)(=O)c4ccccc4Cl)c3)nn12,3.1,10,-1.5,-6,3,-0.4,16,-7,5
Cc1ccc(C)c(OCC(=O)NCC(c2ccco2)N2CCCCC2)c1 (stereo unspecified),-0.2,0,0.3,4,2,nt,6,5,0
CCOC(=O)c1sc(NC(=O)c2ccco2)nc1-c1ccccc1,1.4,35*,0.6,15,1,-1.1,-3,9,-15
Nc1nc(=S)[nH]c2c1C1(CCCCC1)Cc1ccccc1-2,3.0,6,-1.3,-2,5,-1.2,-8,-9,-4
O=C(O)c1ccc(Cl)c(N2C(=O)Nc3ccccc3N2O)c1,3.5,-7,-2.8,-4,1,nt,-3,-1,4
Cc1ccc2[nH]c(=O)c(CN3CCCCC3)c(-c3ccccc3)c2c1,-0.6,0,-0.4,-4,3,nt,0,0,11
O=C1NC(=O)/C(=C/c2cc3c(cc2Br)OCO3)S1,2.7,15,-6.7,-6,3,2.3,-2,5,4
Cc1ccc2cc(CN(CC3CCCO3)C(=S)NCc3ccco3)c(=O)[nH]c2c1C (stereo unspecified),nt,11,-0.4,4,1,nt,-2,8,5
COC(=O)c1sccc1NC(=S)N1CCN(c2cc(C)ccc2C)CC1,-3.7,7,-2.3,-1,0,-1.3,-4,-1,-11
N/C(=N\OC(=O)c1cccc(Br)c1)c1ccccn1,-1.7,8,-4.1,-16,-3,1.1,2,-2,-2
Cc1ccc(S(=O)(=O)NCC(=O)N(CCc2ccccc2)CC(=O)NCc2ccco2)cc1,nt,2,-1.8,nt,4,-0.1,-14,2,4
CCOC(=O)CSc1nc(NC#N)nc(N(CC)CC)n1,2.4,10,-0.7,-4,-11,-1.1,-7,-2,10
CC1CCN(C2CC(=O)N(c3ccc(Br)cc3Br)C2=O)CC1 (stereo unspecified),-1.6,-6,-4.7,-1,-1,-0.8,-7,0,7
Cc1ccc2c(c1)C1CN(C)CCC1N2C(=O)c1ccccc1NS(=O)(=O)c1cccc(C(F)(F)F)c1 (stereo unspecified),0.3,8,-4.2,1,-2,nt,-4,-5,2
CN(C)c1ccc(/C=N/NC(=O)CCCO)cc1,-0.5,22,-0.4,-3,20,nt,5,-5,-12
CCCCNc1c(-c2ccc(OC)c(SC3CCCCC3)c2)nc2cnccn12,-1.0,11,0.6,13,26,1.0,-4,nt,-51
CC(=O)Nc1ccc(NC(=O)CCCn2cnc3ccccc3c2=O)cc1,1.3,0,-3.0,-9,-7,-2.7,-15,-3,-3
CC1CN/C(=C\C(=O)c2ccc(Br)cc2)C(=O)N1 (stereo unspecified),-1.4,33*,0.1,-12,-1,0.0,1,-23,0
Fc1ccc(CSc2nnc3ccc(-c4ccncc4)nn23)cc1,-1.5,3,-0.6,10,1,0.1,8,-5,6
CC(C)c1ccc(NC2CCCN(C(=O)CCN3CCCC3=O)C2)cc1 (stereo unspecified),1.5,8,-0.4,-5,1,-0.3,5,-6,-2
COc1ccccc1N1CCN(c2cc(=O)n(-c3ccc(Br)cc3)c(=O)[nH]2)CC1,-1.9,10,0.5,-7,3,0.7,10,-3,3
Oc1ccc(Nc2nc(-c3ccccc3F)nc3ccccc23)cc1,3.2,16,-1.0,-7,1,-2.1,-2,6,11
FC(F)(F)c1nc2nncn2c2c1CCCCC2,-1.1,12,-0.3,-10,35*,-0.3,-7,1,5
O=C(Nc1c(C(=O)N2CCN(c3ccccn3)CC2)oc2ccccc12)c1ccc([N+](=O)[O-])cc1,-0.2,3,-1.9,-3,0,-1.1,1,-4,11
CC1CCc2c(C(=O)NCCN3CCOCC3)csc2C1 (stereo unspecified),3.8,1,-0.8,-8,3,0.2,0,-4,-8
Cc1ccc(NC(=O)CN(C)S(=O)(=O)c2cccs2)cc1C,0.1,10,-2.9,-3,2,2.1,2,-3,-11
COc1ccc(-c2c(C(F)(F)F)oc3c(CN4CCN(C)CC4)c(O)ccc3c2=O)cc1,2.2,21,-3.9,2,-6,nt,7,-5,-6
CCCn1c2ccccc2c2nnc(SCC(=O)OCC)nc21,-0.6,25,-2.7,0,52*,-1.4,-8,-4,0
COc1cc(CN2CC(=O)N(c3ccc(C)c(Cl)c3)C2=S)cc(OC)c1OC,1.5,-11,2.2,-4,6,5.8,-5,8,12
O=C(CCSCc1ccc(Cl)cc1)NCc1cccnc1,-1.3,7,-1.3,8,-1,nt,25,0,-10
COc1ccc(NC(=O)C(OC(=O)Cn2cnc3c2c(=O)n(C)c(=O)n3C)c2ccccc2)cc1Cl (stereo unspecified),nt,14,0.1,nt,3,-1.4,-6,-5,4
C=CCN(c1ccccc1)S(=O)(=O)c1ccc2c(c1)N(C(C)=O)CCO2,1.3,0,-2.8,3,-1,0.1,-2,-6,11
CCOc1ccc(NC(=O)Nc2cccc(C(=O)O)c2)cc1,0.2,0,-0.5,3,1,nt,4,8,-25
CCCC(=O)Nc1ccc(NC(=O)C23CC4CC(CC(C4)C2)C3)cn1,0.4,-3,-1.2,0,-2,-1.3,-1,-1,4
COc1cc(OC)cc(C(=O)OCc2cc3ccccc3[nH]c2=O)c1,0.8,18,0.7,-11,-7,-5.2,-16,-1,-5
Cc1ccccc1NC(=O)c1ccc2snnc2c1,-3.2,-1,1.6,-5,5,-2.6,-3,-5,-15
COc1cccc(OCC(=O)NNC(=O)c2ccc3ccccc3c2)c1,0.8,10,-3.6,-10,1,3.2,-3,-5,3
Cc1ccc2nc(C)c(C(=O)N/N=C/c3cccc([N+](=O)[O-])c3)cc2c1,-3.4,4,1.2,-2,-5,nt,-12,-12,-5
COc1cc(OC)cc(C(=O)NC2=NCCS2)c1,-3.0,-1,-0.3,4,2,-0.3,-8,-1,0
COc1ccc(-c2nc(CS(=O)(=O)CC(=O)NCc3cccc(F)c3)c(C)o2)cc1,0.7,6,-4.6,5,-1,-0.4,-23,0,8
CC(C)(C)C(=O)NC(c1ccccc1)c1c(O)ccc2ccccc12 (stereo unspecified),2.0,3,0.4,1,13,-0.8,-14,8,14
CC1(C)C(=O)Nc2ccccc2N1C(=O)COc1cccnc1[N+](=O)[O-],0.9,-11,-4.0,0,-4,nt,-5,-11,0
O=C1CC2(CCCCC2)Oc2ccc(OCC(=O)N3CCOCC3)cc21,3.2,12,1.4,-1,50*,-2.0,-3,nt,-2
COc1cc(C(=O)N2CCN(C(=O)c3cccc4ccccc34)CC2)cc(OC)c1OC,2.5,3,-0.5,-1,-1,5.8,5,-5,4
Cc1cc(C)c[n+](-c2nc3ccccc3nc2[N-]S(=O)(=O)c2ccc(Br)s2)c1,-0.2,7,-0.8,-9,1,-0.7,-4,-6,-40
O=C(Cn1cccc(C(F)(F)F)c1=O)c1ccc(Cl)cc1,3.1,3,-2.5,2,2,-0.1,?,2,-1
COc1cc(C2Nc3cccc4cccc(c34)N2)cc(OC)c1OC(C)=O,3.2,6,0.3,6,-1,nt,-27,0,-2
CCOc1ccc(/C=C/C(=O)C(C(N)=O)=C2SCCS2)cc1,-2.9,12,-2.7,-3,-3,nt,-4,-10,-1
Cc1ccc(CN2CCN(CC(=O)N/N=C/c3ccccc3F)CC2)cc1,0.3,-3,1.4,11,0,nt,?,-5,-5

# Among those listed so far, these have a Cl atom:
SMILES,Mtb UGM inh,GDH-TPI counter,FadD28 binding,Rv3671c inh,FBA Mtb inh,BioA inh,BoNT F protease,PrPC surface inh,MazEF act
Cc1ccc(C(=O)OCC(=O)Nc2c(Cl)cc(S(N)(=O)=O)cc2Cl)o1,-0.1,-1,0.2,-4,3,-0.3,-4,-3,4
COc1ccc(OC)c(C(=O)COC(=O)c2cccnc2Cl)c1,0.5,15,-2.6,1,1,12,-1,3,8
Cc1nnc2ccc(-c3cccc(NS(=O)(=O)c4ccccc4Cl)c3)nn12,3.1,10,-1.5,-6,3,-0.4,16,-7,5
O=C(O)c1ccc(Cl)c(N2C(=O)Nc3ccccc3N2O)c1,3.5,-7,-2.8,-4,1,nt,-3,-1,4
COc1cc(CN2CC(=O)N(c3ccc(C)c(Cl)c3)C2=S)cc(OC)c1OC,1.5,-11,2.2,-4,6,5.8,-5,8,12
O=C(CCSCc1ccc(Cl)cc1)NCc1cccnc1,-1.3,7,-1.3,8,-1,nt,25,0,-10
COc1ccc(NC(=O)C(OC(=O)Cn2cnc3c2c(=O)n(C)c(=O)n3C)c2ccccc2)cc1Cl (stereo unspecified),nt,14,0.1,nt,3,-1.4,-6,-5,4
O=C(Cn1cccc(C(F)(F)F)c1=O)c1ccc(Cl)cc1,3.1,3,-2.5,2,2,-0.1,?,2,-1

# Limited to BioA inh, Mtb UGM inh and FBA Mtb inh, for 2 of the compounds above:
mol,BioA inh,Mtb UGM inh,FBA Mtb inh
CCOc1ccc(/C=C/C(=O)C(C(N)=O)=C2SCCS2)cc1,nt,-2.9,-3
Cc1ccc(CN2CCN(CC(=O)N/N=C/c3ccccc3F)CC2)cc1,nt,0.3,0
